# CF NFkB block = cystic fibrosis NF-kB activation inhibition; inhibition, % at 5 µM; KKLEB NF-kB-GFP reporter, PAF-induced, GFP fluorescence overnight; AID 588850; 0.86% of 360,000 active;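 active = at least 50% inhibition at 5 µM, scaled per plate between neutral and stimulator controls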;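 note: PAF is a Pseudomonas aeruginosa culture filtrate used as stimulus; plate controls were PAF-stimulated DMSO wells for no effect and unstimulated DMSO wells for full effect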
# Peg3 prom inh = inhibitors of Peg3 promoter; HeLa PEG-Prom luciferase reporter, luminescence, overnight; inhibition, % at 20 µM; 1.7% of 360,000 active; AID 588405;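 active = inhibition of at least 50% at 20 µM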
# Shn3 3UTR inh = inhibitors of Schnurri-3 3'UTR reporter in osteoblasts; Clone20 osteoblast Shn3 3'UTR firefly luciferase, 24 h; inhibition, % at 12.5 µM; 0.52% of 360,000 active; AID 588674;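 active = mean inhibition of at least 75% with every replicate also reaching 75%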;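 note: 0% = median of neutral control wells and 100% = pilot-screen positive control compound; some compounds past the cut are filed as inactive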
# NR2E3 ag-1 = NR2E3 (human) agonism | Q9Y5X4 | AID 2300 | inhibition of corepressor binding, % at 4.78 µM | GST-NR2E3/biotin-RetCOR TR-FRET, 1536-well | 0.12% of 320,000 active;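 active = percent inhibition above the cutoff of mean plus 3 SD of all tested compounds, set per screening campaign, cut at about 20% in these data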;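 note: 0% = DMSO wells and 100% = biotin wells as full block of FRET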
# Target sequence (Q9Y5X4 whole entry, looked up): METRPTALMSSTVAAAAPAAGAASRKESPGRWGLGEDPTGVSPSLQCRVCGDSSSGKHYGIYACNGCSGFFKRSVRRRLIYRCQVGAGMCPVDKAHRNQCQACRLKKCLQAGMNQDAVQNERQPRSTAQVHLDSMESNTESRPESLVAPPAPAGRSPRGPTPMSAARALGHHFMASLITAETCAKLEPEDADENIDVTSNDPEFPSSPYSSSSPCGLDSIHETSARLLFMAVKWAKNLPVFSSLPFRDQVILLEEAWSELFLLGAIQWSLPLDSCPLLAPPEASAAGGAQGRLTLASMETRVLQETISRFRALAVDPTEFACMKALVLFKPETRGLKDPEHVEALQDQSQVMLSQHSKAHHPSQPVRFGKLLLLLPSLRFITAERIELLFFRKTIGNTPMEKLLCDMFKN
#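 Test system – NR2E3–RetCOR corepressor complex · Quantity – NR2E3 fusion 1.35 nM · Buffer or medium – Tris pH 7.5 · Incubation – Compound–protein incubation for 5 h at 4 °C · Technique – TR-FRET, Eu(K)-anti-GST donor, streptavidin-D2 acceptor, ex 340, em 617/671 nm · Evaluation – percent inhibition of 671/617 nm emission ratio versus biotin and DMSO controls · Plate – 1536-well format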
# MITF TRPM1 inh = MITF TRPM1 promoter inhibition in SK-MEL-5 cells | inhibition, % at 12.5 µM | SK-MEL-5 TRPM1 promoter luciferase, 24 h | 0.83% of 330,000 active;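 active = mean inhibition across replicates of 60% or more, whatever share of single replicates reaches that level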; note: values of inactives mirror those of a sister screen read the other way
# KKLEB cytotox = CF airway cell cytotoxicity counter-screen; 0.36% of 360,000 active; activity change (cytotoxicity), % at 5 µM; KKLEB CF airway cells viability, ATPlite luminescence, overnight; stronger effect = lower value; cells stimulated with P. aeruginosa culture filtrate;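 active = corrected activity change at or below -50% at 5 µM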
# iPSC survival up = enhancers of human iPSC single-cell survival. survival enhancement, % at 20 µM. 0.044% of 360,000 active. hiPSC single-cell survival, ATPlite luminescence; 100% = ROCK inhibitor wells, 0% = DMSO; in the data active = survival enhancement above about 18%;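 note: cells exposed to compounds for 16 hours before the ATP read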
# EBV LMP1 NFkB = inhibitors of Epstein-Barr LMP1-induced NF-kappaB reporter. 0.69% of 350,000 active. LMP1-induced NF-kappaB luciferase reporter cells, luminescence. inhibition, % at 12.5 µM; in the data active = inhibition above about 41%;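 note: 0% = neutral control wells and 100% = reference inhibitor control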
# C8 TRAIL sens = sensitizes caspase-8 expressing cells to TRAIL; NB7+C8 cells + TRAIL, ATPlite viability luminescence; inhibition (viability loss, TRAIL sensitization), % at 10 µM; 1% of 360,000 active; AID 624354;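 active = compounds causing at least 50% loss of cell viability in the single-dose screen, relative to plate controls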
# NR2E3 ag-2 = human photoreceptor-specific nuclear receptor agonism | inhibition of corepressor binding, % at 3.98 µM | 0.35% of 360,000 active | AID 602229 | CHO-S Gal4-NCOR/VP16-NR2E3 two-hybrid, luciferase | Q9Y5X4;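 active = inhibition above the mean of all tested compounds plus 3 SD, cut at about 70% in these data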;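 note: 0% = DMSO with NR2E3 transfected cells and 100% = cells lacking NR2E3 construct; higher means lower luciferase signal from less NR2E3 corepressor binding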
# HIF-2a block = blocks HIF-2a reporter activity | 786-0 RCC cells HIF-2a reporter, luciferase luminescence, overnight | inhibition, % at 18.8 µM | 0.72% of 360,000 active | AID 624352;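 active = inhibition of the luminescence signal of 40% or more relative to plate controls, in a single-dose primary screen at 18.75 µM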
# * = called active by the depositor; x = no result given.
canonical_smiles | CF NFkB block | Peg3 prom inh | Shn3 3UTR inh | NR2E3 ag-1 | MITF TRPM1 inh | KKLEB cytotox | iPSC survival up | EBV LMP1 NFkB | C8 TRAIL sens | NR2E3 ag-2 | HIF-2a block
Nc1nonc1C(=O)N/N=C/c1ccc([N+](=O)[O-])o1 | -7 | -1 | -1 | 2 | 15 | 0 | -3.5 | -13 | 36 | 17 | 10
Cc1ccc2c(c1)C1CN(C)CCC1N2C(=O)c1ccc(Br)o1 (stereo unspecified) | -8 | 1 | 11 | 0 | 6 | 7 | -1.1 | -1 | -4 | -18 | 4
CC(=O)C1(O)CCC2C3CCC4=C(Cl)C(=O)CCC4(C)C3CCC21C (stereo unspecified) | -21 | 1 | -17 | x | 13 | 4 | 2.6 | 10 | 3 | 0 | 0
O=C1CC(=O)N(Cc2ccccc2)C(=S)N1 | -17 | 7 | 11 | 4 | 11 | 9 | -0.1 | -10 | 4 | 17 | 12
O=C(COC(=O)Cc1ccccc1)NC(=O)NC1CCCCC1 | -13 | 0 | -1 | -4 | -4 | 4 | -0.1 | -8 | 3 | -2 | 4
O=[N+]([O-])c1cccnc1N1CCCNCC1 | -2 | -3 | 12 | -1 | -11 | 10 | -0.5 | 0 | -3 | -11 | 11
C[C@H](NC(=O)N1C[C@H]2C[C@@H](C1)c1cccc(=O)n1C2)C(=O)Nc1ccc(F)c(F)c1 | -4 | -2 | 15 | -2 | 4 | 14 | 0.5 | -2 | -6 | -19 | 0
CN1C(=O)N(C)C(=O)C2(Cc3cc([N+](=O)[O-])ccc3N3CCN(C(=O)c4ccccc4)CC32)C1=O (stereo unspecified) | 4 | 12 | 2 | 3 | 1 | 1 | 2.1 | 9 | -12 | -3 | 6
CSc1nc(NC(C)C)nc(NC(C)C)n1 | 1 | 3 | 7 | x | -5 | -2 | 7.5 | -6 | 2 | -8 | -12
O=P(O)(O)CN1CCNCCN(CP(=O)(O)O)CCNCC1 | 5 | -33 | 71 | x | 5 | 10 | 0.3 | 31 | -32 | 7 | -16

# Structures shown so far containing a furan ring, fused or not:
canonical_smiles | CF NFkB block | Peg3 prom inh | Shn3 3UTR inh | NR2E3 ag-1 | MITF TRPM1 inh | KKLEB cytotox | iPSC survival up | EBV LMP1 NFkB | C8 TRAIL sens | NR2E3 ag-2 | HIF-2a block
Nc1nonc1C(=O)N/N=C/c1ccc([N+](=O)[O-])o1 | -7 | -1 | -1 | 2 | 15 | 0 | -3.5 | -13 | 36 | 17 | 10
Cc1ccc2c(c1)C1CN(C)CCC1N2C(=O)c1ccc(Br)o1 (stereo unspecified) | -8 | 1 | 11 | 0 | 6 | 7 | -1.1 | -1 | -4 | -18 | 4

# Later entries.
canonical_smiles | CF NFkB block | Peg3 prom inh | Shn3 3UTR inh | NR2E3 ag-1 | MITF TRPM1 inh | KKLEB cytotox | iPSC survival up | EBV LMP1 NFkB | C8 TRAIL sens | NR2E3 ag-2 | HIF-2a block
CN1CCN(C(=O)COc2ccc(N(C)S(=O)(=O)c3ccc(F)cc3)cc2)CC1 | -4 | 6 | 7 | 2 | 5 | 7 | -0.6 | -14 | -4 | -14 | 10
Cc1ccc(Cn2c(C)c3cnn(CC(=O)N4CCC5(CC4)OCCO5)c(=O)c3c2C)cc1 | -2 | -6 | 31 | -1 | 8 | 2 | -1.6 | 12 | 3 | -16 | 3
O=C(c1ccc(N2CCCCCC2)c([N+](=O)[O-])c1)N1CCC2(CC1)OCCO2 | 6 | 15 | -10 | -1 | -9 | -15 | -0.8 | -9 | 25 | 6 | 9
O=C(CSC1c2ccccc2-c2ccccc21)N/N=C/c1ccc(C(=O)O)cc1 | 9 | 9 | 11 | 1 | 17 | 12 | 1.0 | 4 | 14 | -23 | 12
CC(=O)c1cc(C(C)=O)c(C)[n+](C)c1C | 14 | 9 | -5 | 0 | 2 | -3 | -0.3 | -2 | 3 | -20 | 4
O=C1NC(=O)C(=Cc2ccc(-c3ccccc3[N+](=O)[O-])o2)C(=O)N1 | -15 | 20 | x | 3 | 11 | 8 | 0.3 | 9 | -16 | 5 | 23
CCCCn1c(O)c(C(C)=NCCN2CCCCC2)c(=O)[nH]c1=O | 7 | 3 | -12 | 2 | -1 | -6 | 2.2 | -7 | -7 | -12 | 6
CC(=O)Nc1ccc(OC(=O)N(C)c2ccccc2)cc1 | 10 | -8 | -12 | 2 | -4 | -18 | 3.2 | -3 | 1 | -8 | -10
O=C(Nc1c(F)cc(F)cc1F)c1cccn(Cc2ccccc2)c1=O | 7 | -10 | 3 | 3 | -1 | -1 | -1.3 | 2 | -5 | 25 | -28
C=CCOC(=O)C1=C(C)OC(N)=C(C(=O)OCC)C12C(=O)N(CC(N)=O)c1ccccc12 (stereo unspecified) | 16 | 9 | -46 | -4 | 6 | -1 | -1.6 | -6 | -12 | -14 | 10

# 2 compounds from above, showing only KKLEB cytotox and HIF-2a block:
mol | KKLEB cytotox | HIF-2a block
O=C1NC(=O)C(=Cc2ccc(-c3ccccc3[N+](=O)[O-])o2)C(=O)N1 | 8 | 23
CCCCn1c(O)c(C(C)=NCCN2CCCCC2)c(=O)[nH]c1=O | -6 | 6

# (further entries)
canonical_smiles | CF NFkB block | Peg3 prom inh | Shn3 3UTR inh | NR2E3 ag-1 | MITF TRPM1 inh | KKLEB cytotox | iPSC survival up | EBV LMP1 NFkB | C8 TRAIL sens | NR2E3 ag-2 | HIF-2a block
CCCNS(=O)(=O)c1ccc(OCC(=O)N2CCN(Cc3ccc4c(c3)OCO4)CC2)c(C)c1 | 5 | -17 | 49 | 0 | 14 | -9 | -0.3 | 29 | 9 | 15 | 8
O=[N+]([O-])c1ccc(O)c([N+](=O)[O-])c1 | 23 | -2 | -15 | -6 | -6 | -13 | 1.1 | 3 | -5 | -8 | -8
Cc1cccc(N2C(=O)NC(=O)/C(=C\c3ccc4c(c3)CCCN4Cc3ccccc3)C2=O)c1 | -23 | 13 | -66 | -1 | -11 | 0 | 2.7 | 4 | -5 | -23 | 1
C=C1C2[C@H](OC(C)=O)[C@@H]3CC(=O)[C@]4(C)OC[C@@]3(C)[C@@]4(O)[C@@H](OC(C)=O)[C@H](OC(C)=O)[C@@]2(COC(=O)c2ccccc2)[C@@H](OC(C)=O)C[C@@H]1O (stereo partly specified) | -16 | 21 | -8 | -2 | 11 | 3 | -3.4 | -5 | 12 | -4 | 6
COc1cc(/C=C/[N+](=O)[O-])ccc1OC(=O)c1cccnc1 | 34 | 88* | -8 | x | 32 | 1 | -0.2 | 18 | 20 | -19 | 42*
CC(=NCCCO)c1c(O)[nH]c(=O)[nH]c1=O | 5 | 6 | 4 | 2 | x | 5 | -0.4 | x | 4 | -8 | 11
O=C(COc1ccc(Br)cc1)N1CCN(C2CCCC2)CC1 | 8 | 6 | -19 | 2 | 1 | -16 | -0.2 | -3 | -10 | 2 | -8
OC(CCNCCc1c[nH]c2ccccc12)C(F)(F)Cl (stereo unspecified) | -8 | 10 | 12 | 3 | 2 | 16 | 0.4 | 5 | -15 | -10 | 11
CCN(CC)C(=O)c1ccc(NC(=O)COc2ccc([N+](=O)[O-])cc2Cl)cc1 | -8 | 13 | 24 | 0 | -10 | -14 | -0.2 | 7 | 0 | 2 | 0
CCCCn1c(O)c(C(CC)=NCc2cc(OC)cc(OC)c2)c(=O)[nH]c1=O | 6 | 20 | 23 | 3 | 2 | -13 | -0.8 | 6 | 16 | 4 | 26

# Fetched one by one from the entries so far:
canonical_smiles | CF NFkB block | Peg3 prom inh | Shn3 3UTR inh | NR2E3 ag-1 | MITF TRPM1 inh | KKLEB cytotox | iPSC survival up | EBV LMP1 NFkB | C8 TRAIL sens | NR2E3 ag-2 | HIF-2a block
Cc1cccc(N2C(=O)NC(=O)/C(=C\c3ccc4c(c3)CCCN4Cc3ccccc3)C2=O)c1 | -23 | 13 | -66 | -1 | -11 | 0 | 2.7 | 4 | -5 | -23 | 1
Nc1nonc1C(=O)N/N=C/c1ccc([N+](=O)[O-])o1 | -7 | -1 | -1 | 2 | 15 | 0 | -3.5 | -13 | 36 | 17 | 10
O=C(c1ccc(N2CCCCCC2)c([N+](=O)[O-])c1)N1CCC2(CC1)OCCO2 | 6 | 15 | -10 | -1 | -9 | -15 | -0.8 | -9 | 25 | 6 | 9

# Going on with the list.
canonical_smiles | CF NFkB block | Peg3 prom inh | Shn3 3UTR inh | NR2E3 ag-1 | MITF TRPM1 inh | KKLEB cytotox | iPSC survival up | EBV LMP1 NFkB | C8 TRAIL sens | NR2E3 ag-2 | HIF-2a block
CCOP(=S)(OCC)Oc1cc(C)oc(=O)c1Cl | -18 | -2 | 0 | 1 | -8 | 6 | 0.3 | 4 | -10 | 13 | 21
CCN1CCN(c2nc3c(c(=O)[nH]2)CCC3)CC1 | -37 | 29 | -21 | 3 | 7 | 11 | -0.6 | -1 | -4 | 25 | 14
CCOC(=O)C1(c2ccccc2)CCN(CCC(=O)Nc2ccc(OC)cc2)CC1 | 5 | 0 | -1 | x | x | -12 | -0.5 | 2 | -7 | -37 | 10
CC12CCC3C(CCC4CC(=O)OCC43C)C1CCC2O (stereo unspecified) | 13 | 15 | 28 | x | 8 | -3 | -3.2 | 9 | 6 | 7 | -1
CCCC[N+]12CCC(CC1)C(=C(c1ccccc1)c1ccccc1)C2 | 17 | 8 | -2 | -2 | 12 | -4 | 0.0 | 7 | 7 | 0 | 27
S=P(NCCNP(=S)(N1CC1)N1CC1)(N1CC1)N1CC1 | -5 | 21 | 3 | x | -1 | 3 | 0.5 | 21 | -3 | 2 | 8
COC(=O)C1=C(c2ccccc2OCc2ccccc2)C[C@@H]2CC[C@H]1N2C(=O)NCCOc1ccccc1 | 4 | 27 | 13 | 6 | 5 | -6 | -1.7 | -1 | 13 | 12 | 10
O=C(c1ccccc1F)c1cn(CC(=O)N2CCCCC2)c2ccccc12 | 4 | 4 | 3 | 1 | 5 | -15 | 1.0 | 3 | 2 | -7 | 15
COCCO[C@H]1CC[C@@]2(C)C(=CCC3C2CC[C@@]2(C)C3CC[C@]2(C)O)C1 (stereo partly specified) | -32 | -7 | 8 | x | 1 | -4 | -3.7 | 2 | 9 | 17 | 8
CCN1C(=O)NC(=O)/C(=C\c2cn(CC(=O)N3CCCCC3)c3ccccc23)C1=O | 8 | 1 | 0 | 1 | 15 | -9 | -0.4 | 1 | -2 | -18 | 6
Cc1cccc(N2C(=O)NC(=O)/C(=C/c3ccc(N4CCOCC4)cc3)C2=O)c1 | 16 | -8 | 0 | -2 | -2 | -1 | 0.1 | 0 | -15 | 0 | 6
COc1cccc(CCNCc2ccc(SC)cc2)c1 | 2 | -15 | -11 | -2 | -2 | -3 | -0.6 | 3 | -6 | -16 | 12
CN(C)CC1CSCCC1(O)c1ccc(C(F)(F)F)cc1 (stereo unspecified) | 4 | 5 | -16 | -1 | 14 | -5 | 0.0 | 1 | 6 | -9 | 11

# As entered above.
# CN(C)CC1CSCCC1(O)c1ccc(C(F)(F)F)cc1 (stereo unspecified) in CF NFkB block → 4
# CC(=NCCCO)c1c(O)[nH]c(=O)[nH]c1=O in iPSC survival up → -0.4

# These rows are one share of the data; count on the stated rates, not on these rows.
